Compound activity deposited in PubChem BioAssay by The Scripps Research Institute Molecular Screening Center.
SRC1 TRFRET art = TR-FRET detection interference compounds, primary screen, artefact control for PPARgamma SRC-1 recruitment agonists, biochemical, TR-FRET emission ratio. TR-FRET ratio at 8 µM. AID 1051, 2008. TR-FRET detection artefact counter-screen; active compounds read high. hit rate 0.34% among 99,000; in the data active = TR-FRET ratio above about 2300; note: inactives centre near 1800
SRC3 TRFRET art = TR-FRET detection interference compounds, artefact control for PPARgamma SRC-3 recruitment agonists, biochemical, TR-FRET ratio | TR-FRET ratio at 8 µM | hit rate 0.39% among 99,000 | TR-FRET artefact counter-screen, PPARgamma/SRC-3 format; active compounds read high; in the data active = TR-FRET ratio above about 2000; note: inactives centre near 1600
* marks the source's active call; other numbers are inactive results. An excerpt (hit frequency here may not be typical).

SMILES | SRC1 TRFRET art | SRC3 TRFRET art
CCN(CCCNC(=O)COc1cc(=O)n(CC)c2ccccc12)c1ccccc1 | 1840 | 1488
COc1ccc(OC)c(S(=O)(=O)N2CCC(C(=O)N3CCOCC3)CC2)c1 | 1881 | 1570
COc1ccc(C(=O)C2CCCN(Cc3cccn3-c3ccccn3)C2)c(C)c1 (centres undefined) | 1738 | 1649
Cc1ccc(CN2CCN(Cc3ccc4cc(F)ccc4n3)CC2CCO)o1 (centres undefined) | 1425 | 1470
CCOC(=O)c1cnn(-c2cc(C)cc(C)c2)c1N | 1801 | 1705
COc1ccc(/C(N)=N/OC(=O)CCc2ccccc2)cc1 | 1852 | 1666
Nc1ccc(O)c2c1C(=O)c1ccccc1C2=O | 2546* | 2307*
Cc1ccc(S(=O)(=O)Nc2n[nH]nc2C(=O)NC2CCCCC2)cc1 | 2018 | 1686
Cc1ccc(C)c(NC(=O)/C(C#N)=C/c2ccc(Sc3nncn3C)c([N+](=O)[O-])c2)c1 | 1735 | 1649
O=C(COC(=O)CC1CC2CCC1C2)Nc1c(F)cccc1F (centres undefined) | 1989 | 1368
O=C(NC1CCCc2ccccc21)C12CC3CC(CC(O)(C3)C1)C2 (centres undefined) | 1961 | 1628
Cn1c(NC(=O)CC(C)(C)C)cc(=O)n(C)c1=O | 1890 | 1814
Cc1cc2nc(-c3ccncc3)cc(C(F)(F)F)n2n1 | 1972 | 1720
COc1cccc(-c2nn(-c3ccccc3)cc2CN(C)C(C)c2ccncn2)c1 (centres undefined) | 1751 | 1569
Cc1cccc(C(=O)c2c(N)sc3c2CCCC3)c1 | 1907 | 1691
Cn1c2c(c(=O)n(C)c1=O)[C@@]1(C(=O)Nc3ccccc31)C(C#N)=C(N)O2 | 1829 | 1727
CSc1cnn(Cc2ccccc2)c(=O)c1SCc1ccccc1 | 2367* | 1803
OCC1CCCCN1C(=S)NCc1ccco1 (centres undefined) | 1950 | 1441
O=C(CSc1nc2ccsc2c(=O)n1CC1CCC(C(=O)O)CC1)c1ccc(Cl)cc1 (centres undefined) | 1586 | 1634
COCCNC(=O)CN1CCC(NC(=O)c2ccco2)CC1 | 1734 | 1349

Copied from above for reference:
SMILES | SRC1 TRFRET art | SRC3 TRFRET art
Cc1ccc(CN2CCN(Cc3ccc4cc(F)ccc4n3)CC2CCO)o1 (centres undefined) | 1425 | 1470
CCOC(=O)c1cnn(-c2cc(C)cc(C)c2)c1N | 1801 | 1705
COc1ccc(/C(N)=N/OC(=O)CCc2ccccc2)cc1 | 1852 | 1666
Nc1ccc(O)c2c1C(=O)c1ccccc1C2=O | 2546* | 2307*
Cc1ccc(S(=O)(=O)Nc2n[nH]nc2C(=O)NC2CCCCC2)cc1 | 2018 | 1686
Cc1ccc(C)c(NC(=O)/C(C#N)=C/c2ccc(Sc3nncn3C)c([N+](=O)[O-])c2)c1 | 1735 | 1649
O=C(COC(=O)CC1CC2CCC1C2)Nc1c(F)cccc1F (centres undefined) | 1989 | 1368
O=C(NC1CCCc2ccccc21)C12CC3CC(CC(O)(C3)C1)C2 (centres undefined) | 1961 | 1628
Cn1c(NC(=O)CC(C)(C)C)cc(=O)n(C)c1=O | 1890 | 1814
Cc1cc2nc(-c3ccncc3)cc(C(F)(F)F)n2n1 | 1972 | 1720
COc1cccc(-c2nn(-c3ccccc3)cc2CN(C)C(C)c2ccncn2)c1 (centres undefined) | 1751 | 1569
Cc1cccc(C(=O)c2c(N)sc3c2CCCC3)c1 | 1907 | 1691
Cn1c2c(c(=O)n(C)c1=O)[C@@]1(C(=O)Nc3ccccc31)C(C#N)=C(N)O2 | 1829 | 1727
CSc1cnn(Cc2ccccc2)c(=O)c1SCc1ccccc1 | 2367* | 1803
OCC1CCCCN1C(=S)NCc1ccco1 (centres undefined) | 1950 | 1441
O=C(CSc1nc2ccsc2c(=O)n1CC1CCC(C(=O)O)CC1)c1ccc(Cl)cc1 (centres undefined) | 1586 | 1634

More structures
SMILES | SRC1 TRFRET art | SRC3 TRFRET art
Cc1ccc(C(=O)c2cc3ccccc3o2)cc1[N+](=O)[O-] | 1493 | 1435
CCOc1ccc(-c2csc(Cn3c(CN4CCN(C)CC4)nc4ccccc4c3=O)n2)cc1 | 1818 | 1613
Cc1nc2ccc(NC(=S)N3CCC(C)CC3)cc2nc1C | 1940 | 1698
Cc1cccc(NC(=O)NC2CC3CCC(C2)N3Cc2ccco2)c1 (centres undefined) | 1633 | 1520
CC(=O)Nc1cccc(C(=O)N/N=C/c2cccnc2)c1 | 1653 | 1574
Cc1ccc(OCC(=O)N/N=C/C=C/c2ccco2)cc1C | 2020 | 1628
O=C(Nc1ccccc1F)Nc1ccccc1F | 1817 | 1524
O=C(Nc1ccon1)C12CC3CC(C1)CC(n1cnc([N+](=O)[O-])n1)(C3)C2 | 1792 | 1603
COc1ccc(C2(CNC(=O)Cc3ccc(OC)c(OC)c3)CCCC2)cc1 | 1908 | 1425
COc1ccccc1N1CCN(CCCCOc2cccc3ccccc23)CC1 | 1867 | 1687
COc1cccc(-n2c(SCC(N)=O)nc3ccccc3c2=O)c1 | 1845 | 1669
CC(CCc1ccccc1)N1CCN(Cc2ccccc2)CC1 (centres undefined) | 1791 | 1650
CCc1sc(C(=O)NCCc2ccc(S(N)(=O)=O)cc2)cc1Br | 1784 | 1259
S=C(NCC1CCCO1)N1CCN(c2ccc(Cl)c(Cl)c2)CC1 (centres undefined) | 1882 | 1625
CCOC(=O)N1CCN(C(=S)Nc2cc(S(=O)(=O)N3CCOCC3)ccc2Cl)CC1 | 1806 | 1483
Cc1cc2ccccc2n2c(SCC(=O)Nc3ccc(S(=O)(=O)N4CCC(C)CC4)cc3)nnc12 | 1682 | 1382
CN(C)/C=C(\c1cnc(Cl)s1)S(=O)(=O)c1ccccc1 | 1563 | 1571
O=C(Cc1ccccc1Cl)N1CCN(c2ccccn2)CC1 | 1560 | 1483
Cn1cccc1CC(=O)NNC(=S)Nc1ccc(Cl)cc1 | 1785 | 1638
S=C(NCc1ccco1)N1CCN(c2nc(-c3ccc(Cl)cc3)cs2)CC1 | 2102 | 1883
COc1cccc(-c2noc(-c3ccc4c(c3)OCO4)n2)c1 | 1705 | 1751
CCc1ccc(-n2c(C)cc(/C=N/NC(=O)OC)c2C)cc1 | 1929 | 1553
Clc1ccccc1CNc1ncnc2nc[nH]c12 | 2022 | 1576
O=C(CSc1ncnc2sc(-c3ccccc3)cc12)NC1CCS(=O)(=O)C1 (centres undefined) | 1618 | 1393
COc1cc(NC(=O)c2ccccc2[N+](=O)[O-])ccc1NC(=O)C(C)C | 2138 | 1803
Fc1ccc(-c2n[nH]c(=S)c3ccccc23)cc1 | 2092 | 1819
O=c1[nH]c2ccccc2nc1/C=C(\O)C(F)F | 1806 | 1636
COc1cccc2sc(Nc3nc(-c4cc5ccccc5oc4=O)cs3)nc12 | 1817 | 1708
O=[N+]([O-])c1cc(S(=O)(=O)N2CCCCCC2)ccc1Cl | 1961 | 1695
CCCCSc1nnc(CNC(=O)C23CC4CC(CC(C4)C2)C3)n1Cc1ccccc1 | 1686 | 1569
O=[N+]([O-])c1ncn(Cc2ccccc2Cl)n1 | 1818 | 1646
COc1ccc(-c2cc(C(=O)NN)[nH]n2)cc1 | 1996 | 1645
Cc1cc(/C=N/NC(=O)CC#N)c(C)n1-c1ccc([N+](=O)[O-])cc1 | 1853 | 1638
Cc1cccc(C)c1OCC(O)CN1CCN(c2ccccc2)CC1 (centres undefined) | 1816 | 1633
Cc1ccc(S(=O)(=O)N2CCC(C(=O)N3CCC[C@H]3C(=O)NCc3ccco3)CC2)cc1 | 2113 | 1377
CC1(C(=O)OCC(=O)NC(=O)NCc2ccccc2)CC1(Cl)Cl (centres undefined) | 1934 | 1497
Cc1ccc(C(C(=O)NC(C)(C)C)N(Cc2ccccc2)C(=O)c2snc(C(N)=O)c2N)o1 (centres undefined) | 1501 | 1359
COc1ccc(S(=O)(=O)N(CCc2ccccc2)CC(=O)NCCCO)cc1 | 1910 | 1515
Cc1ccccc1C(=O)NC(=S)Nc1ccccc1[N+](=O)[O-] | 1815 | 1524
Cc1ccc(S(=O)(=O)NC(=O)Nc2cc(C)on2)cc1 | 1363 | 1540
Cc1cc(C(=O)OCC(=O)Nc2cccnc2Cl)c2ccccc2n1 | 1868 | 1346
COc1ccc(CNC(=O)CCSCc2ccc(C)cc2)cc1 | 1817 | 1483
CN(C)C(CNC(=O)c1ccc2c(c1)S(=O)(=O)c1ccccc1C2=O)c1ccco1 (centres undefined) | 1881 | 1443
CCN(CC)c1ccc(NC(=O)Cn2ncc3c(C)n(Cc4ccccc4F)c(C)c3c2=O)c(C)c1 | 1610 | 1507
COc1cc(C(=O)O/N=C(\N)c2ccc([N+](=O)[O-])cc2)cc(OC)c1OC | 1925 | 1760
CCc1ccccc1NC(=O)Cn1cccc1C1=NC(c2ccccc2)CO1 (centres undefined) | 2134 | 1391
C/C(=N\OCC(=O)Nn1c(C)nc2ccccc2c1=O)c1ccccc1 | 1980 | 1683
Cc1cc2cc3c(cc2nc1SCc1ccc(C(=O)O)cc1)OCCO3 | 1728 | 1655
O=C(NNS(=O)(=O)c1ccc(F)cc1)C1CCN(Cc2cccc(F)c2)CC1 | 1752 | 1733
NC(=O)N=Nc1c(O)[nH]c2c(Br)cc(Br)cc12 | 1657 | 1580
Continued.
SMILES | SRC1 TRFRET art | SRC3 TRFRET art
CCn1c(O)c(N=NC(=O)c2cccc(S(=O)(=O)N3CCCCC3)c2)c2ccccc21 | 1919 | 1645
CC(=O)Nc1cccc(Oc2ncnc3scc(-c4ccccc4)c23)c1 | 1568 | 1542
CC(C)c1nc(CNC(=O)CC2C(=O)NCCN2Cc2ccoc2)cs1 (centres undefined) | 2056 | 1611
O=C(NCCC1=CCCCC1)C(=O)NCc1ccccc1 | 1365 | 1513
Cc1cc(-c2ccccc2)nc(N(C)NC(=O)C(C)(C)C)c1S(C)(=O)=O | 1901 | 1589
CCC(C)NC(=O)CSc1nc2scc(-c3ccccc3)c2c(=O)[nH]1 (centres undefined) | 1980 | 1800
Clc1ccc(-c2ncc3ccccn23)c(Cl)c1 | 1921 | 1600
COc1ccc(NC(=S)N2CCc3ccccc3C2)cc1OC | 1553 | 1351
COC(=O)c1cc(S(=O)(=O)N2CCOCC2)c(N2CCOCC2)cc1N1CCOCC1 | 1767 | 1364
CC(C)(C)NC(=O)COC(=O)c1cc(Cl)ccc1[N+](=O)[O-] | 1646 | 1549
Cc1ccc(NC(=O)c2c([N+](=O)[O-])c(C(C)(C)C)nn2C)cc1 | 2043 | 1812
CCCCNC(=O)CCCCC(=O)N/N=C/c1cccc(Cl)c1 | 1662 | 1812
Nc1c(C(=O)NCCN2CCOCC2)c2nc3ccccc3nc2n1-c1ccc2c(c1)OCO2 | 1678 | 1398
CC(=O)Nc1nn(C)c2nc(C)cc(C)c12 | 1947 | 1718
CC(C)C(=O)Nc1ccc(O)c(-c2csc(N)n2)c1 | 1923 | 1515
c1coc(-c2ccnc(-n3cccc3)n2)c1 | 2069 | 1621
CCCCOP(=O)(OCCCC)C(O)c1ccc(Br)cc1 (centres undefined) | 1963 | 1775
CCC(C)NCCOCCOc1ccc(Cl)c2ccccc12 (centres undefined) | 1673 | 1597
COc1ccc([N+](=O)[O-])cc1NC(=O)c1ccco1 | 1742 | 1601
COc1ccc(NS(=O)(=O)c2ccc(OC)c(NC(=O)CCC3CCCCC3)c2)cc1 | 1743 | 1651
Cc1cccc(C)c1NC(=O)NCCCN1CCN(c2ccccc2)CC1 | 1930 | 1645
COc1cccc(CN2CCN(Cc3ccc(O)c(OC)c3)CC2CCO)c1 (centres undefined) | 2038 | 1503
CC(C)CN(CC(C)C)S(=O)(=O)N1CCC(C(=O)NCc2ccco2)CC1 | 1933 | 1784
N/C(=N\N=C\c1ccco1)SC1CC(=O)N(c2ccc(C(=O)O)cc2)C1=O (centres undefined) | 1811 | 1738
COc1ccc(C2OC(=O)CC2C(=O)NCc2ccc(Cl)cc2)cc1OC (centres undefined) | 1561 | 1491
COc1ccc(OC)c(S(=O)(=O)N2CCCCCC2)c1 | 1952 | 1468
CN(Cc1nc(C(c2ccccc2)c2ccccc2)no1)CC1COCCO1 (centres undefined) | 1842 | 1599
Cc1nn(-c2ccccc2)c(C)c1C(=O)NCc1cccs1 | 1723 | 1766
CCOC(=O)CCC(NC(=O)c1ccccc1C(=O)NC(CCC(=O)OCC)C(=O)OCC)C(=O)OCC (centres undefined) | 1842 | 1642
CC1(C)C2CCC(C2)C1(C)NC(=O)CNC1CCCCC1 (centres undefined) | 1753 | 1610
Cc1ccc(-c2cc(C(F)(F)F)c(C#N)c(SCC(=O)O)n2)cc1 | 1846 | 1740
COC(=O)C1C(=O)C=C(Nc2ccc(F)cc2F)CC1c1ccccc1 (centres undefined) | 1380 | 1569
Cc1ccc(OCCOCCOc2cccc3cccnc23)c(Br)c1 | 1734 | 1346
O=C(CSc1ccc2nnc(CCNC(=O)c3ccccc3)n2n1)Nc1ccccc1F | 1904 | 1618
COc1ccc2ncc(S(=O)(=O)c3ccccc3)c(N3CCN(c4ccccc4)CC3)c2c1 | 1980 | 1664
Cc1nnc(Sc2cc(NCCO)c([N+](=O)[O-])c3nonc23)s1 | 1322 | 1522
CSc1nc2nc3c(cc2c(=O)[nH]1)C(O)Oc1ccc(C)cc1-3 (centres undefined) | 1629 | 1731
CCn1c(SCC(=O)N2CCCC2)nc2c(c1=O)SC(C)C2 (centres undefined) | 1646 | 1469
C#CC1(NC(=O)NCCCC)CCCCC1 | 1788 | 1505
